# Screening data: PubChem BioAssay, National Center for Advancing Translational Sciences (NCATS)
# TRb-SRC2 inh = disrupts binding of human TR beta to SRC2; P10828; TRbeta-SRC2 peptide binding, fluorescence polarization; receptor liganded with 1 µM T3; Potency, µM (highest dose often 106 µM), for inactives: top-dose activity change, negative = inhibition, hits mostly inhibitors; 280,000 compounds, 0.065% hits; AID 1469;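 further: potency means the concentration at half of the fitted maximal effect; plate controls were bound peptide for no effect and peptide without receptor for full effect; nearly all actives have a fitted effect of over 50% in size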
#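 A fluorescence polarization screen tested compounds at multiple concentrations against complex formation between 0.6 uM TRb ligand-binding domain and 20 nM Texas Red SRC2 peptide, with 1 uM T3 present; readout after 5 hr.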
# TexasRed fluor = counter-screen for TRb-SRC2 inhibitors: fluorescence interference; TRb/SRC2 Texas Red total fluorescence interference; Potency, µM (highest dose often 106 µM), for inactives: at the top dose fluorescence change, negative = quenching; 280,000 compounds, 0.29% hits; active means well fitted curve in either direction with a large enough effect; inconclusive means small, poorly fitted or top-dose-only effect; further: potency means the concentration at half of the fitted maximal effect; on the % scale 0 is the no-effect control and ±100 the full control effect
#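 Flags fluorescent or light-absorbing compounds by total fluorescence, S + 2P, at 555 nm excitation and 632 nm emission. Mixture: 20 nM Texas Red SRC2 peptide, 0.6 uM human TRb LBD, 1 uM T3, 5% DMSO; compound exposure 5 h at ambient temperature.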
# Epigenetic derep = regulators of epigenetic silencing causing reporter derepression in mouse cells. murine LDR cells, GFP reporter derepression, 30 h. Potency, µM (top dose mostly 53.9 µM), for inactives: at the top dose GFP activation, hits mostly activators. AID 1865. 280,000 compounds, 0.2% hits; further: potency means the concentration at half of the fitted maximal effect; % of control where 0% means no effect; nearly all actives have a fitted effect of over 60% in size
#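 Murine LDR cells carrying a silenced, genomically integrated CMV-driven GFP reporter were exposed to compound for 30 hours at 37 C. After PBS washes, GFP-positive cells (20–120 um objects) were counted by laser-scanning microplate cytometry.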
# NPSR antagonist = antagonists of human neuropeptide S receptor cAMP signaling; Q6W5P4; CHO-NPSR cells, cAMP TR-FRET, antagonist mode; Potency, µM (top dose mostly 38.3 µM), inactives show top-dose activity change, negative = inhibition, hits mostly inhibitors; 220,000 compounds, 1% hits; AID 1461; further: potency means the concentration at half of the fitted maximal effect; on the % scale 0 is the no-effect control and ±100 the full control effect; nearly all actives have a fitted effect of over 50% in size; many of its hits are not listed in these tables
# Target sequence (Q6W5P4 whole entry, looked up): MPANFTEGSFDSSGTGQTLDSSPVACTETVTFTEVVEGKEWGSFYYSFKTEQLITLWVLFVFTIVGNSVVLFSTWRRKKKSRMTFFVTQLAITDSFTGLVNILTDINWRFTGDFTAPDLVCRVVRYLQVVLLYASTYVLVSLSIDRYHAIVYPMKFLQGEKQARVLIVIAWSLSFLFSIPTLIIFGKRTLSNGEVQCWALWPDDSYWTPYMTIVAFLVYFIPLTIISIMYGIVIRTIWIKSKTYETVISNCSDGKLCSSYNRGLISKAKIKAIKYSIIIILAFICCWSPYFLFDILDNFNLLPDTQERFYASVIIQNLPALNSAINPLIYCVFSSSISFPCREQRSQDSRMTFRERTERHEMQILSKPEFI
# aGal spleen mod = alpha-galactosidase A (human) modulation | P06280 | human spleen homogenate, 4MU-alpha-Gal fluorescence, 40 min | Potency, µM (titrated, usually from 80 µM), for the others: at the top dose activity change, negative = inhibition, hits mostly inhibitors | 240,000 compounds, 0.008% hits | AID 2107;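 further: potency means the concentration at half of the fitted maximal effect; 0% = enzyme with vehicle and -100% = no enzyme basal signal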
#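 Human spleen homogenate (1 ug) as enzyme source, 4-methylumbelliferyl-alpha-D-galactopyranoside 1 mM final, citrate/phosphate pH 5.0 with 0.01% Tween-20. Compounds 40 min at 37C, NaOH/glycine stop; fluorescence Ex 365/Em 440, Hill-fit AC50.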
# CBFb-RUNX1 inh = blocks binding between human CBF-beta and RUNX1. Q01196+Q13951. AlphaScreen CBFb-His/RUNX1-biotin binding, biochemical. Potency, µM (top dose mostly 59.8 µM), without a hit: top-dose activity, negative = inhibition, hits mostly inhibitors. 230,000 tested, under 10 active. AID 1477; further: % of control where 0% means no effect
# Target sequence (Q01196 whole entry, looked up): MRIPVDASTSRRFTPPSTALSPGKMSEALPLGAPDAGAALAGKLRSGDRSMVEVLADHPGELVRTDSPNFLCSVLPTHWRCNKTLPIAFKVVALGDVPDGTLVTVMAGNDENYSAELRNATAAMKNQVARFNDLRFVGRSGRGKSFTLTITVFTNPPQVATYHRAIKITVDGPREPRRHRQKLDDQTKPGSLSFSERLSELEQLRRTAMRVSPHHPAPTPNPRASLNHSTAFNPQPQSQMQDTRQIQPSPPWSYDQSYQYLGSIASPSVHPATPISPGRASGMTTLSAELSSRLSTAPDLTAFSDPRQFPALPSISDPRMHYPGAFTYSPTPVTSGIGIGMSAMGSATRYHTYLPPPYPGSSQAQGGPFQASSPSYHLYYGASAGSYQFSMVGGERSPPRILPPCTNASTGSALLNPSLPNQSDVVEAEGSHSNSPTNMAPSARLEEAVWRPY
# Target sequence (Q13951 whole entry, looked up): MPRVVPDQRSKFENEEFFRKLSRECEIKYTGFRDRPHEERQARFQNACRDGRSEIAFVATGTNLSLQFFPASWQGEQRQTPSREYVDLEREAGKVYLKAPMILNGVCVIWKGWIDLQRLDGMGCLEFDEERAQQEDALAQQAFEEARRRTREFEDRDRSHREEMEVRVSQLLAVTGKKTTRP
#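 Read-out: AlphaScreen. Format: His-CBF-beta with biotinylated RUNX1 (30 nM each) preincubated 20 min, compound 15 min, Ni-chelate plus streptavidin beads 90 min; room temperature throughout.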
# Tau fibril FP = blocks human tau fibril formation measured by polarization | P10636 | K18 P301L tau heparin fibrillization, Alexa594 FP, 6 h | Potency, µM (titrated, usually from 57.7 µM), for the others: at the top dose activity, negative = inhibition, hits mostly inhibitors | 280,000 compounds, 0.39% hits | AID 1468; further: potency means the concentration at half of the fitted maximal effect; on the % scale 0 is the no-effect control and ±100 the full control effect; nearly all actives have a fitted effect of over 55% in size
#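 Human tau K18 […] P301L fragment, 15 uM unlabeled plus 0.24 uM Alexa 594-labeled tau (final), with compound and 20 uM heparin in 100 mM sodium acetate pH 7; 6 hr at 37 C, then Alexa 594 FP read.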
# Tau fluor cs = counter-screen for tau fibril formation inhibitors; tau K18 P301L (four-repeat tau fragment) Alexa594 fluorescence, heparin fibrillization; Potency, µM (titrated, usually from 57.7 µM), inactives show top-dose activity change, negative = decrease; 280,000 compounds, 0.93% hits; further: potency means the concentration at half of the fitted maximal effect; on the % scale 0 is the no-effect control and ±100 the full control effect; nearly all actives have a fitted effect of over 55% in size
#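 Human K18 P301L tau (15 uM unlabeled plus 0.24 uM Alexa 594-labeled, final) in 100 mM sodium acetate pH 7 was mixed with compound and 20 uM heparin and incubated 6 hr at 37 C.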
# * marks the source's active call; other numbers are inactive results; ? = inconclusive; · = not tested or not shown; [ ] = another dose, or the depositor's remark. Unless noted, the call rests on the fitted dose curve; in most records, active means well fitted curve in the direction sought with a large enough effect; inconclusive means small, poorly fitted or top-dose-only effect, or another doubt; inactive means no such curve, though single readings can be large; an effect the other way counts as inactive or inconclusive. Some of the compounds tested (hit frequency here may not be typical).
SMILES,TRb-SRC2 inh,TexasRed fluor,Epigenetic derep,NPSR antagonist,aGal spleen mod,CBFb-RUNX1 inh,Tau fibril FP,Tau fluor cs
CC(C)(C)NC(=O)C(=O)NNC(=O)c1cccc([N+](=O)[O-])c1,-15%,0%,0.0%,-2%,-14%,-5%,7%,6%
Cc1ccc(Cn2c(CCCNC(=O)c3ccco3)nc3ccccc32)cc1,-3%,3%,-1.9%,·,·,·,6%,-2%
C=CCOc1ccccc1CNc1ccc2c(c1)OCCO2,-3%,-1%,1.1%,-1%,-6%,-11%,0%,?
CCCN1C(=O)c2[nH]nc(-c3ccc(F)cc3)c2C1c1ccccn1 (stereo unspecified),-6%,1%,-1.4%,·,·,·,1%,-6%
CC(=O)c1cccc(NC(=O)c2nccnc2C(=O)O)c1,0%,0%,-1.3%,-4%[46.1 µM],-8%,1%,4%,1%
COc1ccc(C2=CSC3=C(C(=O)c4cccc(S(=O)(=O)N(C)C)c4)CCN23)cc1,-1%,-2%,9.1%,-11%[46.1 µM],3%,-9%,?,?
Cc1cc(S(=O)(=O)N2CCN=C2c2ccccc2)c(Cl)cc1Cl,-6%,0%,-1.4%,-9%,2%,7%,-6%,-2%
Cc1ccc(S(=O)(=O)NC(CC(C)C)C(=O)N2CCC(C)CC2)cc1 (stereo unspecified),-7%,-1%,-2.7%,-14%,-3%,-5%,6%,1%
Cc1cc(OCC(=O)Nc2ccc3c(c2)OCCO3)cc(C)c1Cl,-1%,-1%,1.0%,-5%[46.1 µM],-8%,-1%,-7%,?
COc1ccccc1CNC(=O)C1(c2cccs2)CCOCC1,-7%,-1%,2.3%,·,·,·,-3%,-6%
CCOc1ccc(NC(=O)NCCCN2CCN(c3ccc(F)cc3)CC2)cc1,3%,0%,0.1%,·,·,·,12%,-28%
O=C(NCCc1ccccc1)C(=O)NCC(c1ccco1)S(=O)(=O)c1ccccc1 (stereo unspecified),-4%,0%,1.3%,·,·,·,-8%,4%
COc1ccc(N2CCN(Cc3nc(-c4ccccc4)no3)CC2)cc1,0%,5%,-0.1%,-1%,-1%,-3%,4%[2.34 µM],-15%
Cc1cccc(-c2nc3cc([N+](=O)[O-])ccc3o2)c1,13%,-1%,-0.6%,-10%,-2%,8%,7%,10%
C/C(=N\N=C(N)N)c1ccc(Cl)cc1Cl,-3%,-6%,-1.6%,-7%,7%,22%,-4%,-5%
COc1ccccc1N1CCN(C(c2ccc(Cl)cc2)c2nnnn2C(C)(C)C)CC1 (stereo unspecified),0%,-1%,-1.5%,?,4%,4%,5%,-17%
CC(=O)OC1CC(n2ccc(NC(=O)c3ccccc3)nc2=O)OC1CO (stereo unspecified),-9%,-2%,-0.9%,-7%[46.1 µM],6%,4%,7%,-2%
CC(C)(CN1CCN(Cc2ccccc2)CC1)NS(=O)(=O)c1ccc(Cl)cc1,-1%,-5%,-1.0%,-17%,-2%,2%,-3%,-16%
COCC(=O)Nc1nc2n(n1)C(c1ccccc1Cl)CC(c1ccc(OC)cc1)N2 (stereo unspecified),-2%,-5%,-0.1%,-22%[46.1 µM],-1%,4%,-3%,-9%
CC(C)CCNC(=O)C1C2C=CC3(CN(Cc4ccccc4Cl)C(=O)C13)O2 (stereo unspecified),1%,0%,-0.8%,6%[46.1 µM],4%,4%,-6%,-7%
COCCCNC(=S)NNC(=S)Nc1ccc(F)cc1F,-4%,1%,-7.1%,-8%[46.1 µM],4%,0%,-3%,-10%
CCCCNS(=O)(=O)c1ccc(OC)c(C)c1,-11%,-3%,-1.0%,-15%,3%,3%,-8%,-4%
CN1CCC(=NNC(=O)CSc2ccc(Cl)cc2)CC1,5%,-1%,-1.8%,-8%,0%,2%,2%,7%
CC[C@H](C)C(C(=O)N1CCN(C(=O)OC(C)(C)C)CC1)n1cc(C(CO)NC(=O)OC(C)(C)C)nn1 (stereo partly specified),-3%,-1%,-0.8%,-11%,4%,11%,7%,5%
CCc1ccc(C2c3c(oc4ccc(F)cc4c3=O)C(=O)N2CCc2ccc(OC)cc2)cc1 (stereo unspecified),9%,-9%,-1.0%,·,·,·,-5%,-13%
O=C(NCc1ccc(F)cc1)c1cc2c(=O)n3ccccc3nc2s1,2%,8%,-0.9%,·,·,·,-13%,-9%
Cc1cnc(C(=O)Nc2ccc(-n3cnnn3)cc2)cn1,6%,2%,-6.3%,3%[46.1 µM],14%,7%,8%,4%
CC(O)C(=O)NCCOCCOCCNC(=O)C(C)O (stereo unspecified),·,·,-1.1%,-3%[46.1 µM],6%,-1%,10%,7%
c1ccc(Cn2nnc3c(N4CCOCC4)ncnc32)cc1,-23%,1%,-0.8%,-6%[46.1 µM],0%,17%,2%,-4%
COc1ccccc1NC(=O)Cc1csc(NC(=S)Nc2ccccc2)n1,2%,0%,-1.0%,-28%[46.1 µM],-4%,-9%,?,?

# Full records as entered above. Order of values: TRb-SRC2 inh | TexasRed fluor | Epigenetic derep | NPSR antagonist | aGal spleen mod | CBFb-RUNX1 inh | Tau fibril FP | Tau fluor cs
# COCCCNC(=S)NNC(=S)Nc1ccc(F)cc1F is listed as -4% | 1% | -7.1% | -8%[46.1 µM] | 4% | 0% | -3% | -10%
# Cc1cnc(C(=O)Nc2ccc(-n3cnnn3)cc2)cn1 is listed as 6% | 2% | -6.3% | 3%[46.1 µM] | 14% | 7% | 8% | 4%

# Sorted by length of the SMILES (descending): part of the list above
SMILES,TRb-SRC2 inh,TexasRed fluor,Epigenetic derep,NPSR antagonist,aGal spleen mod,CBFb-RUNX1 inh,Tau fibril FP,Tau fluor cs
O=C(NCc1ccc(F)cc1)c1cc2c(=O)n3ccccc3nc2s1,2%,8%,-0.9%,·,·,·,-13%,-9%
CN1CCC(=NNC(=O)CSc2ccc(Cl)cc2)CC1,5%,-1%,-1.8%,-8%,0%,2%,2%,7%
CCCCNS(=O)(=O)c1ccc(OC)c(C)c1,-11%,-3%,-1.0%,-15%,3%,3%,-8%,-4%

# Going on with the list:
SMILES,TRb-SRC2 inh,TexasRed fluor,Epigenetic derep,NPSR antagonist,aGal spleen mod,CBFb-RUNX1 inh,Tau fibril FP,Tau fluor cs
Nc1nc(-c2cccc(Br)c2)cs1,1%,-1%,3.7%,11%[46.1 µM],-1%,-2%,-3%,-19%
FC(F)(F)c1cccc(-c2nnc3ccc(C(F)(F)F)cn23)c1,2%,3%,0.7%,-8%[46.1 µM],-6%,4%,0%,-5%
O=C(Cc1ccccc1)NNC(=O)c1cnccn1,4%,-5%,-3.2%,33%,6%,-24%,-3%,5%
N#CC1=C(N)Oc2cc(O)ccc2C1c1cccnc1 (stereo unspecified),-7%,0%,1.2%,22%,2%,-4%,5%,10%
O=C(/C=C/c1ccco1)NC1=NCCS1,5%,-1%,-1.5%,5%,6%,-22%,-13%,4%
COc1ccccc1N(C)S(=O)(=O)c1ccc(C(=O)NC(C)c2ccccc2)cc1 (stereo unspecified),2%,0%,9.6%,-32%,4%,19%,4%,6%
COC(=O)c1cc(C(=O)OC)cc(N2C(=O)CC(NNC(=O)c3ccccc3Cl)C2=O)c1 (stereo unspecified),3%[53 µM],-3%[53 µM],0.3%,9%,-8%,-2%,3%,-1%
CCOCc1c(C(=O)NC2CCCCCC2)oc2ccccc12,-4%,-1%,-2.6%,-58%,-6%,17%,14%,9%
Cc1ccc(-c2cnc(NCc3cc4c(cc3[N+](=O)[O-])OCO4)n2C)cc1C,-3%,-3%,1.1%,1%,-1%,3%,4%,4%[2.34 µM]
CN(C(=O)COC(=O)C1CCN(S(=O)(=O)c2cccs2)CC1)C1CCS(=O)(=O)C1 (stereo unspecified),-9%,0%,1.3%,19%[46.1 µM],1%,10%,2%,6%
Cc1cc(-c2csc(NC(=O)c3cc4ccccc4o3)n2)c(C)n1C,-12%,-7%,-1.0%,-9%,15%,-7%,-2%,?
Cc1csc(SCC(=O)c2c(N)n(C)c(=O)n(C)c2=O)n1,-12%,0%,-3.0%,-11%[46.1 µM],4%,-7%,3%,-5%
O=c1cc(CO)oc(C(Nc2cccc(C(F)(F)F)c2)c2ccccn2)c1O (stereo unspecified),0%,1%,-1.9%,6%,-3%,-1%,?,-15%
COc1ccccc1Oc1ccc(NC(=O)c2ccccc2C)cc1,-1%,0%,1.1%,0%,-7%,0%,-1%,-21%
O=[N+]([O-])c1ccc(-c2n(-c3ccccn3)c3ccccc3[n+]2-c2ccccn2)cc1,-2%,-2%,-1.8%,-11%,-5%,5%,-2%,-1%
CC1(C)CC2(CCO1)OC(=O)CC2C(=O)NCCc1ccccc1 (stereo unspecified),-20%,1%,0.6%,2%[46.1 µM],-2%,4%,-3%,0%
Cn1cc(P(=S)(N2CCOCC2)N2CCOCC2)cc1P(=S)(N1CCOCC1)N1CCOCC1,-5%,-1%,1.3%,-1%,-4%,21%,-1%,-9%
CC(=O)C1=C(C)NC2=C(C(=O)c3ccccc32)C1c1ccccc1 (stereo unspecified),-8%,-3%,-1.1%,-33%,6%,?,15%,?
COC(CN1C(=O)C(=O)/C(=C(/O)c2ccccc2)C1c1ccccn1)OC (stereo unspecified),1%,0%,0.0%,-11%,5%,4%,2%,-2%
O=C(CN1C(=O)NC2NC(=O)NC21)N/N=C/c1ccccc1F (stereo unspecified),0%,-1%,-2.9%,16%,10%,15%,-1%,4%
COc1ccccc1N1CCN(c2nc3c(C)cccn3c(=O)c2C=O)CC1,10%,0%,-2.8%,-13%[46.1 µM],0%,-1%,-2%,-6%
CCNC(=S)Nc1cccc([N+](=O)[O-])c1,1%,-1%,1.1%,3%,-5%,7%,-6%,-11%
COC(=O)c1nc[nH]c1C(=O)OC,1%,-3%,2.4%,-9%[7.67 µM],1%,4%,-3%,-4%
O=C(CCSc1ccccc1)NCCSCc1ccco1,1%,-8%,-0.9%,-13%[46.1 µM],-3%,-4%,2%,-10%
CCn1cc(/C=C/C(=O)NCc2c(C)nn(C)c2C)cn1,4%,2%,-1.1%,7%[46.1 µM],0%,-5%,7%,-11%
COc1ccc2c(c1)c1c(c(=O)n(-c3ccc(OC)c(OC)c3)c(=O)n1Cc1ccc(C)cc1)n2C,3%,-1%,-0.3%,·,·,·,3%,9%
